Diaph inh CS – inhibits diaphorase or chemically oxidizes, flagging diaphorase assay artifacts. diaphorase resazurin-to-resorufin fluorescence, NADH, 16 min; bacterial (C. kluyveri) enzyme, not human. inhibition, % at 20 µM. actives 0.69% (n = 190,000). AID 1217;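 active = primary screen inhibition at 20 µM above a set limit, cut at about 50% in these data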;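 also: plate controls were DMSO with full reaction for no effect and wells lacking NADH for full effect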
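System: Diaphorase enzyme from Clostridium kluyveri | Amount: Enzyme working solution with 0.14 U/mL diaphorase | Benchmarks: No-NADH positive control and DMSO neutral control | Signal: Fluorescence of resorufin formed from resazurin, Ex 544/Em 590 nm | Schedule: 16-min room-temperature incubation before reading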
TNAP inh hi DEA – TNAP (human) inhibition, high acceptor; AID 1135; actives 0.03% (n = 200,000); inhibition, % at 20 µM; purified TNAP, CDP-star luminescence, 1 M DEA;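 active = over 50% inhibition of tissue-nonspecific alkaline phosphatase at 20 µM in the single-dose screen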;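 also: plate controls were DMSO wells for no effect and EDTA-quenched wells as full inhibition for full effect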
HMGR II inh – blocks class II HMG-CoA reductase of Enterococcus faecalis | actives 0.41% (n = 190,000) | purified E. faecalis HMGR, NADPH absorbance 340 nm kinetic | inhibition, % at 10 µM | AID 1066;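 active = inhibition above a set limit, the median over all tested compounds plus 3 SD, cut at about 9.5% in these data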;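 also: enzyme runs in reverse so mevalonate oxidation gives rising NADPH absorbance; 0% = complete reaction with DMSO and 100% = background rate lacking mevalonate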
PMI act hi M6P – increases human PMI activity with near-saturating mannose 6-phosphate; coupled PMI enzyme assay, resazurin fluorescence, 20 min; hits give high values; 1 = untreated enzyme, 0 = substrate-free blank; activation factor at 20 µM; actives 0.34% (n = 190,000);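 active = activation factor of 2 or more at 20 µM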
Target sequence (P34949 whole entry, looked up): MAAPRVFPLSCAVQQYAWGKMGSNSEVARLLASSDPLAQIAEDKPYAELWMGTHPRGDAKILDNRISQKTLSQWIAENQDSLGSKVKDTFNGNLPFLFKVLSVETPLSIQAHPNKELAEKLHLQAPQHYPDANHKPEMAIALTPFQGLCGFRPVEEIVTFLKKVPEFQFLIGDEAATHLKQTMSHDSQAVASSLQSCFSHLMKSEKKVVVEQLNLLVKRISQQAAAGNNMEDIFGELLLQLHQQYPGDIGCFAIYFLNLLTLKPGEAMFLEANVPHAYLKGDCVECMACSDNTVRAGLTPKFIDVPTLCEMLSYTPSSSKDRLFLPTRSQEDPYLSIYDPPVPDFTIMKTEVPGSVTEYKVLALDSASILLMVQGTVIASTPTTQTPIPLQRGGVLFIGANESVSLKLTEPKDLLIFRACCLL
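assay system = human phosphomannose isomerase with PGI, G6PDH, diaphorase coupling enzymes | quantity = 15 ng/mL PMI | incubation = enzyme reaction with compound 20 min at room temperature | medium = HEPES pH 7.4 buffer with MgCl2 and Tween-20 | compound dosing = one concentration, 20 µM, in 1% DMSO | measured by = Diaphorase-driven resazurin-to-resorufin fluorescence, excitation 544, emission 590 nm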
PMI activator – increases human mannose-6-phosphate isomerase activity | P34949 | purified human PMI, coupled resazurin fluorescence, 20 min; hits give high values; 1 = vehicle control, 0 substrate-free wells | activation factor at 20 µM | actives 0.005% (n = 190,000) | AID 1214;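 active = activation factor of 2 or more at 20 µM, relative to plate controls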
TNAP act hi DEA – activators of human TNAP at high phosphate acceptor concentration; activation factor at 20 µM; purified TNAP, CDP-star luminescence, 1 M DEA, 30 min; hits give high values; 0 = EDTA background, 1 = DMSO-only activity; P05186; AID 1136; 200,000 tested, under 10 active;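 active = activation factor at least 2 at 20 µM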
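Control set: EDTA negative control, DMSO positive control / Assay system: human TNAP / Quantity: TNAP 1/800 final / Evaluation: TNAP activation factor scaled between EDTA and DMSO control wells / Measured by: luminescent substrate turnover signal / Compound dosing: one dose, 20 µM / Times: 30 min enzyme reaction at room temperature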
Diaphorase act – counter-screen for diaphorase-based assays: diaphorase activators and chemical reducers; Diaphorase/resazurin coupled assay, resorufin fluorescence, 16 min; hits give high values; 1 = vehicle wells, 0 = NADH-free wells; activation factor at 20 µM; actives 0.005% (n = 190,000);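 active = diaphorase activity raised at least twofold by the compound at 20 µM; inactive = activation factor below 2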
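Assay system: bacterial diaphorase enzyme (C. kluyveri) / Input: enzyme 0.07 U/mL final / Medium: 50 mM HEPES pH 7.4 with 4.542 mM MgCl2, 0.005% Tween 20 / Doses: single compound dose of 20 µM, 1% DMSO final / Incubation: 16 min enzyme reaction, ambient temperature / Signal: fluorescence, excitation 544 nm and emission 590 nm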
G6PDH counter – inhibits Leuconostoc G6PDH, flagging false hits in G6PDH-based assays; actives 0.12% (n = 200,000); Purified L. mesenteroides G6PDH, diaphorase/resazurin coupled fluorescence, 45 min; inhibition, % at 5 µM; AID 1020; in the data active = inhibition above about 50%
TNAP inh no acc – inhibitors of human TNAP without phosphate acceptor; P05186; purified TNAP, CDP-star luminescence, 30 min; inhibition, % at 20 µM; actives 0.26% (n = 200,000); AID 1012;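 active = tissue-nonspecific alkaline phosphatase inhibition above about 50% at 20 µM in the single-dose screen, limit read from the data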;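 also: 0% = DMSO negative control and 100% = EDTA positive control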
FLuc stim CS – affects firefly luciferase, flagging false hits in luciferase stimulation screens | AID 1027 | activation factor at 10 µM | P08659 | ATPlite luciferase biochemical, luminescence, 10 min; 0 = ATP-free wells, 1 = DMSO control | 200,000 tested, under 10 active;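 active = luciferase activation factor, scaled between plate controls, of at least 2 with compound at 10 µM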
Target sequence (P08659 whole entry, looked up): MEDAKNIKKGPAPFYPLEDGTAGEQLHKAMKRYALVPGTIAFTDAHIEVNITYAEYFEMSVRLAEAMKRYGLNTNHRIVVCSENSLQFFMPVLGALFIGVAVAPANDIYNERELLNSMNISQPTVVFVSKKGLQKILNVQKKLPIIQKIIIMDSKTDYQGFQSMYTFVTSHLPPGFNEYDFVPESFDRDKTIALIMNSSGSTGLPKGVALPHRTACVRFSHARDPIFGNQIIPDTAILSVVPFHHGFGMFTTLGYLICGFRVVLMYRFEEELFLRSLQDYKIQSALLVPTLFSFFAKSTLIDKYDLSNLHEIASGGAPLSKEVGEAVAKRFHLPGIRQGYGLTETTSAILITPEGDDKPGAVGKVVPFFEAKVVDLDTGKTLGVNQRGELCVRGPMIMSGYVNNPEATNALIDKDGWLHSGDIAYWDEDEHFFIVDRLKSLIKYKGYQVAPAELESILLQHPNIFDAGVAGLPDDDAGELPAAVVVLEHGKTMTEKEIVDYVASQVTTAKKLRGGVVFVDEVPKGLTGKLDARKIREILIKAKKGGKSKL
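Material: Luciferase/luciferin reagent mix; Doses: test compounds dosed from 2 mM stocks in 100% DMSO; Schedule: 10 min incubation after luciferase reagent addition, room temperature; Measured by: luminescence from luciferase reaction; Read-out: luminescence gain marking luciferase activators.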
* marks the source's active call; other numbers are inactive results; x = no result given.

SMILES | Diaph inh CS | TNAP inh hi DEA | HMGR II inh | PMI act hi M6P | PMI activator | TNAP act hi DEA | Diaphorase act | G6PDH counter | TNAP inh no acc | FLuc stim CS
CN(Cc1ccccc1)c1nc2c(c(=O)[nH]c(=O)n2C)n1CCCSc1ncccn1 | 22.0 | -7.7 | -2.1 | 0.9 | 0.9 | 1.1 | 0.8 | 1.9 | -10.3 | 1
CN(C(=O)COc1cc(=O)n(C)c2ccccc12)c1ccc(Cl)cc1 | 8.3 | -6.2 | 1.1 | 1 | 1 | 1.1 | 0.9 | -3.2 | 6.6 | 1.1
CC(=O)C1=C(C)NC(SCC(=O)c2ccc(Cl)cc2)=C(C#N)C1c1ccco1 (stereo unspecified) | 28.8 | 4.3 | -2.7 | 1.1 | 1.3 | 1 | 0.7 | 9.8 | -1.7 | 1
CN(C)c1ccc(-n2cccc2/C=C/[N+](=O)[O-])cc1 | 10.5 | 11.2 | -0.6 | 0.8 | 1.1 | 0.9 | 0.9 | 8.2 | 0.8 | 1
COCCn1c(SCc2nc(N)nc(Nc3ccccc3C)n2)nc2ccccc2c1=O | 16.0 | -3.0 | -1.0 | 0.9 | 0.9 | 1 | 0.8 | 4.4 | -9.0 | 1.1
COc1ccc(CCNC(=O)C2CC(=O)N(C3CCCCCCC3)C2)cc1OC (stereo unspecified) | 13.2 | -6.0 | 4.4 | 1 | 1 | 1.1 | 0.9 | -4.2 | -11.7 | 1.1
CCOC(=O)c1c(-c2ccccc2)oc2ccc(OCC)cc12 | 11.8 | -3.6 | -4.5 | 0.9 | 0.8 | 1 | 0.9 | 0.2 | -5.9 | 1
Cc1ccnc(N/N=C/c2ccco2)n1 | 7.7 | -5.5 | -6.3 | 1 | 1 | 1.1 | 0.9 | -6.5 | -12.5 | 0.8
CCN(CC)C(=O)CSc1nnc(-c2cccs2)n1Cc1ccco1 | -2.4 | -5.5 | -6.8 | 1.1 | 1.1 | 1.1 | 1 | 1.6 | -12.8 | 1
COc1c(C)cc(C(=O)C2CCCN(C(=O)c3ccc4cc[nH]c4c3)C2)cc1C (stereo unspecified) | 29.8 | -8.3 | -0.8 | 0.9 | 0.9 | 1.1 | 0.7 | 13.9 | -8.9 | 1.1
CCOc1ccc2nc(NC3=NCN(Cc4ccco4)CN3)nc(C)c2c1 | -0.2 | -2.0 | x | 1 | 1 | 1 | 1 | -1.3 | -10.2 | 1
COc1cc2[nH]c(=O)n(CCCCCC(=O)NCCCN3CCC(C)CC3)c(=O)c2cc1OC | 9.3 | -0.9 | -5.0 | 1 | 1 | 1 | 0.9 | -1.6 | -13.3 | 1
CCSc1nnc(N(CCC(=O)O)CCC(=O)O)s1 | -0.6 | -5.3 | -6.2 | 1 | 1 | 1.1 | 1 | 5.7 | -10.2 | 1
CCOc1ccc(NC(=O)CSc2nc(C3CC3)nc3ccccc23)cc1 | 2.4 | -0.8 | -8.2 | 0.9 | 1 | 1 | 1 | 13.3 | 12.7 | 1
COc1ccc(C(=O)Nn2c(SCC(=O)NC3CCCCC3)nc3ccccc3c2=O)cc1 | 15.4 | -4.3 | -0.8 | 0.9 | 0.9 | 1 | 0.8 | 15.0 | -12.7 | 0.4
N/C(Cc1ccc(Cl)cc1)=N\OC(=O)Cc1ccc([N+](=O)[O-])cc1 | 11.3 | -1.1 | 0.6 | 0.9 | 0.8 | 1 | 0.9 | 4.1 | -14.5 | 1
Cc1nn(C)cc1CN(C)C(=O)c1cc(COc2ccc(F)cc2F)on1 | 18.4 | -6.1 | 2.7 | 1 | 0.9 | 1.1 | 0.8 | 3.5 | -8.9 | 1.1
O=C(Nc1cccc(NC(=O)c2cccs2)c1)c1ccco1 | 4.8 | -4.0 | 1.6 | 1 | 1 | 1 | 1 | -0.3 | -11.9 | 1
Nc1ccccc1OCCOCCOc1ccccc1N | 5.6 | 0.5 | -1.3 | 0.8 | 0.9 | 1 | 0.9 | 5.7 | -2.0 | 1
C/C=C/CSc1nc2c(c(=O)[nH]c(=O)n2C)n1Cc1ccc(C)cc1 | 12.4 | -2.7 | 1.3 | 0.9 | 0.8 | 1 | 0.9 | -7.7 | -8.5 | 1
CC(=O)N(C)C(c1ccc(N(C)C)cc1)c1nnnn1-c1c(C)cccc1C (stereo unspecified) | 17.2 | -0.2 | 0.0 | 0.9 | 0.8 | 1 | 0.8 | 3.8 | -13.9 | 1.1
Clc1ccc(OCc2nc(-c3ccncc3)no2)cc1 | -7.8 | 0.5 | 0.0 | 1.1 | 1.1 | 1 | 1.1 | -4.4 | -8.6 | 0.9
Cc1cc(C(=O)NCc2cccs2)no1 | 0.8 | -10.2 | -6.3 | 1 | 1.1 | 1.1 | 1 | -2.0 | -16.0 | 1.1
CCCCC(c1nnnn1Cc1ccco1)N1CCN(C(=O)c2ccco2)CC1 (stereo unspecified) | 6.2 | 1.6 | -4.3 | 1.1 | 1 | 1 | 0.9 | 2.5 | -6.7 | 1
CCCCc1ccc(NC(=S)N2CCN(c3ncccn3)CC2)cc1 | -0.6 | 1.1 | -4.2 | 1 | 1 | 1 | 1 | 5.5 | -8.8 | 1
Later entries.
SMILES | Diaph inh CS | TNAP inh hi DEA | HMGR II inh | PMI act hi M6P | PMI activator | TNAP act hi DEA | Diaphorase act | G6PDH counter | TNAP inh no acc | FLuc stim CS
CCOC(=O)c1ccc(Oc2c(C)oc3c(CN4CCN(C)CC4)c(O)ccc3c2=O)cc1 | 8.5 | -1.2 | -2.6 | 0.9 | 0.9 | 1 | 0.9 | 3.8 | -6.5 | 1
Cn1nnnc1NCc1ccc(Cl)c(Cl)c1 | -11.6 | -6.3 | -4.5 | 1.1 | 1.1 | 1.1 | 1.1 | 9.0 | -1.9 | 1.1
Fc1ccc(C(c2nnnn2Cc2ccco2)N2CCN(C3CCCCC3)CC2)cc1 (stereo unspecified) | 6.3 | -0.7 | -5.1 | 1 | 1 | 1 | 0.9 | 2.8 | -3.5 | 1
CCn1c(SCC(=O)N/N=C/C=C/c2ccccc2[N+](=O)[O-])nnc1-c1ccc(Cl)cc1 | 5.9 | -4.4 | 0.5 | 1 | 1 | 1 | 0.9 | -7.3 | 3.0 | 1.1
CCCCCOc1ccc(Cn2ccnc2)cc1[N+](=O)[O-] | 0.6 | -0.9 | -6.2 | 1.1 | 1.2 | 1 | 1 | 0.7 | 0.6 | 1.1
CCOC(=O)Cn1ncc2c(=O)oc3ccccc3c21 | 7.1 | 0.2 | 1.1 | 0.9 | 0.9 | 1 | 0.9 | -10.1 | -7.2 | 1
CC(=O)c1cc2c(cc1NC(=O)c1c(-c3ccccc3)noc1C)OCO2 | 4.8 | -1.6 | -7.5 | 1 | 1 | 1 | 1 | 2.5 | -8.5 | 1.1
CCN(CC)S(=O)(=O)c1cccc(C(=O)Nc2ccc(C#N)cc2)c1 | 20.4 | -1.7 | -6.9 | 0.8 | 0.8 | 1 | 0.8 | 11.2 | -8.3 | 1
Cn1c(SCc2cnc(-c3ccccc3)s2)nnc1C1COc2ccccc2O1 (stereo unspecified) | 18.6 | -7.2 | -5.1 | 0.8 | 0.8 | 1.1 | 0.8 | 3.8 | -9.1 | 1
CCCCSc1c(C)c2cc3c(cc2[nH]c1=O)OCO3 | 6.3 | -3.6 | -6.8 | 0.9 | 0.9 | 1 | 0.9 | -2.6 | -8.8 | 1
CC(Nc1cc(=O)n(C)c(=O)n1C)c1ccccc1 (stereo unspecified) | 0.6 | -2.9 | -3.6 | 1.1 | 1.1 | 1 | 1 | -0.9 | -12.4 | 1
Cc1ccc(N=c2c([N+](=O)[O-])nn(-c3ccc4c(c3)OCCO4)n2O)c(Cl)c1 | 10.0 | 7.7 | -4.2 | 1 | 1.1 | 0.9 | 0.9 | -6.0 | -17.2 | 1
CC(Sc1nncs1)C(=O)Nc1ccc2c(c1)OCO2 (stereo unspecified) | 22.7 | -5.3 | -5.9 | 0.8 | 1 | 1.1 | 0.8 | 0.2 | -8.9 | 1
CCCCCCC(=O)Nc1ccc(Cl)cn1 | 4.0 | -2.2 | 1.4 | 1 | 1 | 1 | 1 | 8.3 | -11.6 | 1.1
COC(=O)c1ccccc1NC(=O)CSc1nc(O)cc(=O)n1C1CCCC1 | 14.0 | -0.7 | -6.0 | 1 | 1 | 1 | 0.9 | -0.9 | -4.3 | 1
Cc1ccc(C2CC(=O)Nc3c2ccc2ccccc32)cc1[N+](=O)[O-] (stereo unspecified) | 25.2 | -4.7 | -0.2 | 0.9 | 0.9 | 1 | 0.7 | 0.6 | -2.5 | 1
CCC(Sc1nc(C)cc(=O)[nH]1)C(=O)Nc1nc2c(s1)CCCC2 (stereo unspecified) | -6.8 | 8.4 | -4.2 | 1 | 1 | 0.9 | 1.1 | -2.5 | 5.1 | 0.9
O=S(=O)(Nc1cccc2c1ccc1cccn12)c1cccs1 | 10.9 | 1.6 | -9.1 | 0.9 | 1 | 1 | 0.9 | 2.3 | -6.6 | 1
CCOc1ccc(NC(=O)C2CC(=O)N(c3cc(C)cc(C)c3)C2)cc1 (stereo unspecified) | 8.7 | -1.6 | 3.5 | 0.9 | 0.9 | 1 | 0.9 | -24.4 | -3.2 | 1
Fc1ccc(N/N=C(/c2ccccc2)c2ccccn2)cc1 | 20.0 | 1.7 | -6.1 | 2* | 1.4 | 1 | 0.8 | -12.5 | -9.2 | 0.9
O=C(COc1ccc(CO)cc1)Nc1ccc(F)cc1 | 2.6 | -2.6 | 0.2 | 1 | 1 | 1 | 1 | -1.5 | -11.3 | 1
O=c1[nH]ncn2cccc12 | 16.9 | -0.3 | -0.9 | 1 | 0.9 | 1 | 0.8 | -2.7 | -8.1 | 1.1
CN1CCC(CO)(Cc2ccccc2)CC1 | -3.3 | -4.9 | 1.1 | 1.1 | 1 | 1 | 1 | 4.1 | -6.3 | 1.1

High-throughput results from PubChem.
